Vif imaging = blocks HIV Vif function. hit rate 0.35% among 340,000. inhibition, % at 7.49 µM. AID 602346. HEK293T cells, Vif self-association by quenched fluorescence, imaging, 24 h; in the data active = inhibition above about 50%, passing the limit was not always enough; also: some results filed as inactive read as strong as hits
SRC3 inh = inhibits human SRC3 coactivator; inhibition, % at 3.6 µM; hit rate 0.17% among 360,000; AID 588352; Q9Y6Q9; HEK293 GAL4-SRC3 luciferase reporter, luminescence;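 active = inhibition above a per-campaign cutoff, the mean of all compounds plus 3 SD, cut at about 60% in these data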;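 also: 0% = DMSO-treated cells and 100% = gossypol-treated cells at 36 µM; higher means less SRC3-driven luciferase light from the GAL4 reporter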
TROY NFkB inh = inhibitors of TROY-dependent NF-kB signaling. Q293 LMP1-TROYcd NF-kB luciferase reporter, 4 h. inhibition, % at 10 µM. hit rate 0.98% among 360,000;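 active = compounds whose plate-normalised and pattern-corrected inhibition of the luciferase reporter signal at the single screening dose is 50% or more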
TLR9-MyD88 block = inhibitors of human TLR9-MyD88 binding | CHO BLA complementation TLR9-MyD88, CCF4 FRET ratio | hit rate 0.21% among 340,000 | AID 504734 | inhibition, % at 4.98 µM;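 active = inhibition above the mean over all tested compounds plus 3 SD, cut at about 21% in these data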;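 also: 0% = DMSO only wells and 100% = clavulanate BLA inhibitor control wells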
NR5A2 inv ag = NR5A2 inverse agonism in reporter assay; O00482; HEK293T StAR-luciferase reporter, LRH-1 transfected, 24 h; inhibition, % at 3.6 µM; hit rate 0.13% among 360,000; AID 602396;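 active = inhibition above the mean inhibition of all tested compounds plus 3 SD, cut at about 73% in these data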;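 also: 0% = DMSO wells and 100% = reporter-only cells lacking LRH-1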
SRC2 inh = inhibits human steroid receptor coactivator 2. Q15596. HEK293 GAL4-SRC2 luciferase reporter, luminescence. inhibition, % at 9 µM. hit rate 0.17% among 370,000;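 active = inhibition above the mean inhibition of all tested compounds plus 3 SD, set per campaign, cut at about 52% in these data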;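 also: 0% = DMSO treated cells and 100% = cells given Gossypol at 36 µM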
TRAIL sens C8 = caspase-8 TRAIL sensitization; inhibition (viability loss, TRAIL sensitization), % at 10 µM; hit rate 1% among 360,000; NB7+C8 cells + TRAIL, ATPlite viability luminescence; AID 624354;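 active = compounds causing at least 50% loss of cell viability in the single-dose screen, relative to plate controls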
NOD2 RIPK2 PPI = inhibitors of human NOD2-RIPK2 interaction | O43353 | CHO BLA complementation NOD2-RIPK2, CCF4 ratio | inhibition, % at 4.98 µM | hit rate 0.38% among 360,000 | AID 624267; in the data active = inhibition above about 21%;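 also: 0% = vehicle only and 100% = reference blocker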
LMP1 NFkB inh = Epstein-Barr LMP1 NF-kappaB reporter inhibition. LMP1-induced NF-kappaB luciferase reporter cells, luminescence. inhibition, % at 12.5 µM. hit rate 0.69% among 350,000. AID 504558; in the data active = inhibition above about 41%;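 also: 0% = neutral control wells and 100% = reference inhibitor control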
NR2F2 inh = NR2F2 (human) inhibition, primary screen. P24468. HEK293T NGFI-A luciferase reporter, luminescence. inhibition, % at 8.6 µM. hit rate 0.7% among 370,000;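 active = inhibition above a per-plate cutoff, mean inhibition of test wells between control levels plus 3 SD, cut at about 38% in these data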;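 also: cells cotransfected with COUP-TFII expression vector driving the NGFI-A reporter; 0% = median of COUP-TF2 test wells and 100% = reporter-only cells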
SRC1 inh = human NCOA1 inhibition | HEK293 GAL4-SRC1 luciferase reporter, luminescence | Q15788 | AID 588354 | hit rate 0.12% among 360,000 | inhibition, % at 3.6 µM;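 active = inhibition above the campaign mean plus 3 SD, with each screening campaign given its own cutoff, cut at about 60% in these data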;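 also: 0% = DMSO treated cells and 100% = gossypol at 36 µM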
Target sequence (Q15788 whole entry, looked up, the tested form may be a part): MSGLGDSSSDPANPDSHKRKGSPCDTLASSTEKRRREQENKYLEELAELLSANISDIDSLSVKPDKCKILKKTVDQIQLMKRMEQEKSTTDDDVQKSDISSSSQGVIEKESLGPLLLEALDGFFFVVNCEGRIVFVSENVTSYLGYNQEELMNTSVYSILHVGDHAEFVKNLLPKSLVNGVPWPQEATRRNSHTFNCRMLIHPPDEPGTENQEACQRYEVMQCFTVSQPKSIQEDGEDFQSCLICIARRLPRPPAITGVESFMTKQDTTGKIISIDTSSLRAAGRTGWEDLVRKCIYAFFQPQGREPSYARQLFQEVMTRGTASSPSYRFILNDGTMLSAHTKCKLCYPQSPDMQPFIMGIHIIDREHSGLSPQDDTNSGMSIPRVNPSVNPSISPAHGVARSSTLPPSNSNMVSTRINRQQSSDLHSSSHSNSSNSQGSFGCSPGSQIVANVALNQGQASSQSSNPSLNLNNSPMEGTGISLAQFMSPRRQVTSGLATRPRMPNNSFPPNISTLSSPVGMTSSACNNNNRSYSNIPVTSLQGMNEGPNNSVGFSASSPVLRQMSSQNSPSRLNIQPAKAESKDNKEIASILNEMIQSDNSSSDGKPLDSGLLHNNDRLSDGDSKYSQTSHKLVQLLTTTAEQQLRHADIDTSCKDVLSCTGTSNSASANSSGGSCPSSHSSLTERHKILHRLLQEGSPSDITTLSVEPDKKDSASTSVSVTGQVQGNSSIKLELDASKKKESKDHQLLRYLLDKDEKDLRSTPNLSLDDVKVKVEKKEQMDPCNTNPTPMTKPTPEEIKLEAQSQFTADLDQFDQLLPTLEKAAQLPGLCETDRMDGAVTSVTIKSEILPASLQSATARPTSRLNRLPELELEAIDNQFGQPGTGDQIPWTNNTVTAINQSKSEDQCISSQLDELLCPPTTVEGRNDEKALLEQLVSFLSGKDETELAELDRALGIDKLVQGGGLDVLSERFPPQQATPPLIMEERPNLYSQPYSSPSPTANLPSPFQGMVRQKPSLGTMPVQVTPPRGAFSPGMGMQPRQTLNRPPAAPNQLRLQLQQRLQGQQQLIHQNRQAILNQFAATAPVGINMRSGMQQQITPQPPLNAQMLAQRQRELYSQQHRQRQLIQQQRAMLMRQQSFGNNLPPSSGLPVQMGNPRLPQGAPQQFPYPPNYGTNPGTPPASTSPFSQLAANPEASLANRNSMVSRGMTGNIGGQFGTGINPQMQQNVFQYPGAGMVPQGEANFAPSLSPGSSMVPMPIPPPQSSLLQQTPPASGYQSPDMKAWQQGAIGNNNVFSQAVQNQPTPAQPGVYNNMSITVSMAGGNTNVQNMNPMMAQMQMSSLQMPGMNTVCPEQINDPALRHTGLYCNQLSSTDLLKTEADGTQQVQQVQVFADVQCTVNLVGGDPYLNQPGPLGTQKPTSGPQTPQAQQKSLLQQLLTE
* hit, by the source's call.

For CCOC(=O)C1CCCN(Cc2ccc(-c3ccccc3)cc2)C1 (centres undefined) the results were Vif imaging 18, SRC3 inh -6, TROY NFkB inh 26, TLR9-MyD88 block -7, NR5A2 inv ag -19, SRC2 inh -15, TRAIL sens C8 5, NOD2 RIPK2 PPI 7, LMP1 NFkB inh 5, NR2F2 inh -16 and SRC1 inh -2.
O=C(Cc1nnc(NC(=O)c2ccccc2)s1)N/N=C\c1ccc(O)c(O)c1 was read as Vif imaging 11, SRC3 inh -3, TROY NFkB inh -9, TLR9-MyD88 block -9, NR5A2 inv ag 4, SRC2 inh -22, TRAIL sens C8 -2, NOD2 RIPK2 PPI 6, LMP1 NFkB inh 2, NR2F2 inh 18 and SRC1 inh 7.
For NC(Cc1ccc(C(F)(F)F)cc1)c1csc(Nc2ccc(C(=O)NCc3ccco3)cn2)n1 (centres undefined) the results were Vif imaging -7, SRC3 inh -9, TROY NFkB inh -4, NR5A2 inv ag -1, SRC2 inh 9, TRAIL sens C8 31, NOD2 RIPK2 PPI -10, NR2F2 inh 18 and SRC1 inh -13.
Screening COc1ccc(NC(=O)C2CCOC(C)(C)C2)cc1 (centres undefined) returned Vif imaging -4, SRC3 inh 13, TROY NFkB inh 9, NR5A2 inv ag 4, SRC2 inh 14, TRAIL sens C8 -9, NOD2 RIPK2 PPI -11, NR2F2 inh 1 and SRC1 inh 11.
CCCCNc1c(-c2ccc(OC)c(Sc3ccc(OC)cc3)c2)nc2cnccn12 was read as Vif imaging 61*, SRC3 inh 4, TROY NFkB inh -13, TLR9-MyD88 block 19, NR5A2 inv ag 20, SRC2 inh 12, TRAIL sens C8 8, NOD2 RIPK2 PPI 28*, LMP1 NFkB inh 4, NR2F2 inh 0 and SRC1 inh 1.
`COCCN1Cc2cccc(C(=O)Nc3c(C)cccc3C)c2C1=O` gave Vif imaging 14, SRC3 inh 2, TROY NFkB inh -10, TLR9-MyD88 block -4, NR5A2 inv ag 21, SRC2 inh -17, TRAIL sens C8 -22, NOD2 RIPK2 PPI 8, LMP1 NFkB inh -3, NR2F2 inh -4 and SRC1 inh 1.
`CC(C)c1c(C(=O)N/N=C/c2cccc3ccccc23)nnn1-c1nonc1N` gave Vif imaging 1, SRC3 inh -5, TROY NFkB inh 26, TLR9-MyD88 block -2, NR5A2 inv ag 3, SRC2 inh 4, TRAIL sens C8 23, NOD2 RIPK2 PPI 2, LMP1 NFkB inh -15, NR2F2 inh 7 and SRC1 inh -6.
CCOC(=O)C(=CNc1ccc(NC2=NCC(C)(C)S2)cc1)C(=O)OCC was read as Vif imaging -15, SRC3 inh 17, TROY NFkB inh 30, TLR9-MyD88 block 5, NR5A2 inv ag -12, SRC2 inh 19, TRAIL sens C8 -2, NOD2 RIPK2 PPI -11, LMP1 NFkB inh 9, NR2F2 inh 22 and SRC1 inh -12.
`Clc1ccc2[nH]c3c(c2c1)CCc1cn[nH]c1-3` gave Vif imaging -4, SRC3 inh -5, TROY NFkB inh 12, TLR9-MyD88 block -4, NR5A2 inv ag -3, SRC2 inh -10, TRAIL sens C8 6, NOD2 RIPK2 PPI -6, LMP1 NFkB inh -26, NR2F2 inh 0 and SRC1 inh 6.
For CC1(C)Cc2c(c(N3CCOCC3)nc3snc(Br)c23)CO1 the results were SRC3 inh 4, TROY NFkB inh 1, TLR9-MyD88 block -10, NR5A2 inv ag 39, SRC2 inh 8, TRAIL sens C8 -16, NOD2 RIPK2 PPI -10, LMP1 NFkB inh 9, NR2F2 inh 5 and SRC1 inh -3.
CC(=O)c1ccc2noc(-c3ccc(Cl)cc3)c2c1 was read as Vif imaging 8, SRC3 inh 11, TROY NFkB inh -13, TLR9-MyD88 block 9, NR5A2 inv ag -9, SRC2 inh -9, TRAIL sens C8 -11, NOD2 RIPK2 PPI -2, LMP1 NFkB inh -4, NR2F2 inh 0 and SRC1 inh -13.
For COc1ccc(C(=O)c2nccc3cc(OC)c(OC)cc23)cc1OC the results were Vif imaging -5, SRC3 inh -13, TROY NFkB inh -9, TLR9-MyD88 block 8, NR5A2 inv ag 16, TRAIL sens C8 -12, NOD2 RIPK2 PPI 2, LMP1 NFkB inh 4 and SRC1 inh -13.
`CC(NC(=O)c1ccc(Cl)cc1)C(=O)N1CCCCC1` (centres undefined) gave Vif imaging -10, SRC3 inh 0, TROY NFkB inh -6, TLR9-MyD88 block 3, NR5A2 inv ag 4, SRC2 inh -13, TRAIL sens C8 2, NOD2 RIPK2 PPI -11, LMP1 NFkB inh 2, NR2F2 inh 3 and SRC1 inh -7.
`Cc1ccc(/C=C/C(=O)OCC(=O)Nc2cccnc2Cl)cc1` gave Vif imaging 3, SRC3 inh 11, TROY NFkB inh -10, TLR9-MyD88 block -9, NR5A2 inv ag -17, SRC2 inh -45, TRAIL sens C8 -9, NOD2 RIPK2 PPI 6, LMP1 NFkB inh -3, NR2F2 inh -14 and SRC1 inh 0.
Screening CCOC(=O)C1=C(C)N(C)C(=O)NC1c1ccc(C)s1 (centres undefined) returned Vif imaging 5, SRC3 inh 7, TROY NFkB inh -8, TLR9-MyD88 block 4, NR5A2 inv ag -20, SRC2 inh 12, TRAIL sens C8 -4, NOD2 RIPK2 PPI -9, LMP1 NFkB inh -3, NR2F2 inh 1 and SRC1 inh 4.
O=c1[nH]c(-c2ccccc2)nc(-c2ccccc2)c1Cl was read as Vif imaging 3, SRC3 inh -1, TROY NFkB inh 10, TLR9-MyD88 block -16, NR5A2 inv ag -6, SRC2 inh -17, TRAIL sens C8 10, NOD2 RIPK2 PPI -7, LMP1 NFkB inh 9, NR2F2 inh -3 and SRC1 inh 0.
OC(c1ccc(F)c(F)c1)c1nc(-c2ccccc2)cs1 (centres undefined) was read as Vif imaging 19, SRC3 inh 12, TROY NFkB inh -39, NR5A2 inv ag 13, SRC2 inh -23, TRAIL sens C8 -8, NOD2 RIPK2 PPI -1, NR2F2 inh -5 and SRC1 inh -5.
Screening CC(C)CNC(=O)/C=C/C=C/CCCC/C=C/c1ccc2c(c1)OCO2 returned Vif imaging -3, SRC3 inh 4, TROY NFkB inh 6, TLR9-MyD88 block -11, NR5A2 inv ag 8, SRC2 inh -19, TRAIL sens C8 4, NOD2 RIPK2 PPI 3, LMP1 NFkB inh 8, NR2F2 inh -9 and SRC1 inh 5.
`COc1ccc(-c2noc(CCC(=O)Nc3ccc(C)c(C)c3)n2)cc1` gave SRC3 inh -10, TROY NFkB inh -9, TLR9-MyD88 block -2, NR5A2 inv ag -18, SRC2 inh 24, TRAIL sens C8 -8, NOD2 RIPK2 PPI -17, LMP1 NFkB inh -4, NR2F2 inh -11 and SRC1 inh -6.
Screening COc1ccc(Cc2[nH]n3c(=O)c(Cl)c(C)nc3c2-c2ccccc2)cc1 returned Vif imaging -5, SRC3 inh 12, TROY NFkB inh 69*, TLR9-MyD88 block -12, NR5A2 inv ag 0, SRC2 inh -7, TRAIL sens C8 -1, NOD2 RIPK2 PPI -12, LMP1 NFkB inh -3, NR2F2 inh 18 and SRC1 inh 10.
`Cc1cc([N+](=O)[O-])nn1CCCC(=O)Nc1cc(Oc2ccc(F)cc2)cc([N+](=O)[O-])c1` gave Vif imaging 0, SRC3 inh 8, TROY NFkB inh -3, TLR9-MyD88 block 13, NR5A2 inv ag 5, SRC2 inh 1, TRAIL sens C8 7, NOD2 RIPK2 PPI -2, LMP1 NFkB inh 12, NR2F2 inh 6 and SRC1 inh -2.
Screening Cc1noc(NS(=O)(=O)c2ccc(N/C=C\C(=O)c3ccncc3)cc2)c1C returned Vif imaging -17, SRC3 inh 8, TROY NFkB inh -10, TLR9-MyD88 block -1, NR5A2 inv ag -30, SRC2 inh 4, TRAIL sens C8 -2, NOD2 RIPK2 PPI -4, LMP1 NFkB inh 7, NR2F2 inh 5 and SRC1 inh -13.
`Nc1nnc(SCC(=O)N2CCN(c3cccc(Cl)c3)CC2)n1-c1ccccc1` gave Vif imaging -5, SRC3 inh 16, TROY NFkB inh 13, TLR9-MyD88 block -1, NR5A2 inv ag 20, SRC2 inh -12, TRAIL sens C8 4, NOD2 RIPK2 PPI -4, LMP1 NFkB inh 8, NR2F2 inh -6 and SRC1 inh -22.
`CCOC(=O)N1CCN(C(=O)C[C@@H]2C[C@@]3(C(=O)OC)CC(C)(C)CC=C3N(Cc3ccccc3)C2=O)CC1` gave NR5A2 inv ag 2, SRC2 inh -20, TRAIL sens C8 2, NOD2 RIPK2 PPI 3 and NR2F2 inh 4.
For Cc1nc(C(F)(F)F)ccc1C(=O)N1CCC1(C)C(=O)NS(=O)(=O)c1ccc(Cl)cc1 (centres undefined) the results were Vif imaging 13, SRC3 inh -1, TROY NFkB inh 6, NR5A2 inv ag 16, SRC2 inh 16, TRAIL sens C8 -14, NOD2 RIPK2 PPI -8, NR2F2 inh 3 and SRC1 inh -49.
`Cc1ccc(C(=O)NC(=S)Nc2ccc(N3CCOCC3)cc2)c(C)c1` gave Vif imaging -19, SRC3 inh -15, TROY NFkB inh 7, TLR9-MyD88 block 4, NR5A2 inv ag 11, SRC2 inh -3, TRAIL sens C8 10, NOD2 RIPK2 PPI -4, LMP1 NFkB inh -10, NR2F2 inh 5 and SRC1 inh -37.
`CCN1CCN(CC(=O)N2c3ccccc3Sc3ccccc32)CC1` gave Vif imaging 13, SRC3 inh -18, TROY NFkB inh -14, TLR9-MyD88 block 3, NR5A2 inv ag -11, SRC2 inh -13, TRAIL sens C8 -12, NOD2 RIPK2 PPI -1, LMP1 NFkB inh 3, NR2F2 inh -14 and SRC1 inh -4.
For Cc1ccc(CNC(=O)CSc2nc3ccsc3c(=O)n2NC(=O)c2ccccc2)cc1 the results were Vif imaging 0, SRC3 inh -27, TROY NFkB inh -25, TLR9-MyD88 block -2, NR5A2 inv ag -30, SRC2 inh -29, TRAIL sens C8 -8, NOD2 RIPK2 PPI 1, LMP1 NFkB inh -4, NR2F2 inh -10 and SRC1 inh -5.
Screening CCN(C(=O)c1cc2cc3ccc(C)cc3nc2o1)c1ccc(OC)cc1 returned Vif imaging 7, SRC3 inh -13, TROY NFkB inh -13, TLR9-MyD88 block -1, NR5A2 inv ag -22, SRC2 inh -43, TRAIL sens C8 17, NOD2 RIPK2 PPI 12, LMP1 NFkB inh -8, NR2F2 inh 7 and SRC1 inh -17.
`CCOc1c(Br)cc(CNc2ccc(N3CCOCC3)cc2)cc1OC` gave Vif imaging 3, SRC3 inh 10, TROY NFkB inh 35, TLR9-MyD88 block -6, NR5A2 inv ag 17, SRC2 inh 4, TRAIL sens C8 1, NOD2 RIPK2 PPI 0, LMP1 NFkB inh 8, NR2F2 inh 0 and SRC1 inh -166.
For CCN(CC)c1ccc(NS(=O)(=O)c2ccc(-c3ccc(=O)[nH]n3)o2)c(C)c1 the results were Vif imaging -7, SRC3 inh -14, TROY NFkB inh -8, TLR9-MyD88 block 8, NR5A2 inv ag 9, SRC2 inh -11, TRAIL sens C8 0, NOD2 RIPK2 PPI -13, LMP1 NFkB inh 2, NR2F2 inh -8 and SRC1 inh 2.

From PubChem BioAssay

Some of the compounds tested; rates above refer to the full screens.
